BioA inh: M. tuberculosis BioA enzyme inhibitors, primary screen, biochemical, plate reader, single point, HTS; purified M. tuberculosis BioA enzyme; 7,8-diaminopelargonic acid synthase BioA (Mycobacterium tuberculosis); 0.096% of 360,000 active; inhibition, % at 9.99 µM; in the data active = inhibition above about 40%
MazEF act: activators of E. coli MazEF toxin-antitoxin RNase, primary screen, biochemical, fluorescence, uHTS | FAM/BHQ RNA-DNA oligo cleavage fluorescence, 5 h | activation, % at 20 µM | 0.32% of 350,000 active; in the data active = activation above about 50%
Target sequence (P0AE70 whole entry, looked up): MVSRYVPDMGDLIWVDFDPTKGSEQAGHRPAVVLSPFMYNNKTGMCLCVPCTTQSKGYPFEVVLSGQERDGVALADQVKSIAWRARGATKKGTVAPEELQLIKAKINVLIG
GDH-TPI counter: GDH-TPI coupling enzyme inhibitors, primary screen, artefact control for M. tuberculosis FBA inhibitor project, biochemical, absorbance, full deck | GDH-TPI coupled enzyme counterscreen, NADH absorbance | inhibition, % at 4.8 µM | 1.2% of 360,000 active; in the data active = inhibition above about 30%;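 note: 0% = DMSO wells and 100% = wells lacking the enzyme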
FBA Mtb inh: Mtb FBA enzyme inhibitors, primary screen, biochemical, fluorescence, strain H37Rv; purified M. tuberculosis FBA, fluorescence read-out; inhibition, % at 1 µM; 2.3% of 360,000 active; AID 588726, 2011; in the data active = inhibition above about 27%;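 note: 0% = vehicle and 100% = reference inhibitor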
Rv3671c protease: Rv3671c serine protease inhibitors, primary screen, biochemical, fluorescence polarization, M. tuberculosis H37Rv; P9WHR9; inhibition, % at 5.96 µM; 0.048% of 320,000 active; AID 2606, 2010; in the data active = inhibition above about 38%;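 note: extracellular domain of Rv3671c used as enzyme; 0% = enzyme with DMSO and 100% = no enzyme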
Target sequence (P9WHR9 whole entry, looked up, the tested form may be a part): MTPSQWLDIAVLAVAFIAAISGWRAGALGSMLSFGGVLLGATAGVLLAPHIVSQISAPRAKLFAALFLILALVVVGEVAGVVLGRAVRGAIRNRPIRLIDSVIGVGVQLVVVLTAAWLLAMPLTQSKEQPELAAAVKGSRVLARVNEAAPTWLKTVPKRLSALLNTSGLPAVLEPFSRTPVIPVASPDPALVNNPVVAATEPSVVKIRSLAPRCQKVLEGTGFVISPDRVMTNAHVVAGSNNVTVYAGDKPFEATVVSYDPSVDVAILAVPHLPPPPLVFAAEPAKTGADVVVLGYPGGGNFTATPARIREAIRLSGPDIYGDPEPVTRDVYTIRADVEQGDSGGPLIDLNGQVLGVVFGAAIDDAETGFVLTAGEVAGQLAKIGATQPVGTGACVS
UGM FP inh: M. tuberculosis UGM enzyme inhibitors, primary screen, biochemical, fluorescence polarization, single point; UDP-galactopyranose mutase (Mycobacterium tuberculosis (strain ATCC 25618 / H37Rv)), …; purified UGM, fluorescence polarization probe displacement; inhibition, % at 10 µM; 0.06% of 320,000 active; AID 504406, 2011; in the data active = inhibition above about 10%, passing the limit was not always enough
Target sequence (P9WIQ1 whole entry, looked up): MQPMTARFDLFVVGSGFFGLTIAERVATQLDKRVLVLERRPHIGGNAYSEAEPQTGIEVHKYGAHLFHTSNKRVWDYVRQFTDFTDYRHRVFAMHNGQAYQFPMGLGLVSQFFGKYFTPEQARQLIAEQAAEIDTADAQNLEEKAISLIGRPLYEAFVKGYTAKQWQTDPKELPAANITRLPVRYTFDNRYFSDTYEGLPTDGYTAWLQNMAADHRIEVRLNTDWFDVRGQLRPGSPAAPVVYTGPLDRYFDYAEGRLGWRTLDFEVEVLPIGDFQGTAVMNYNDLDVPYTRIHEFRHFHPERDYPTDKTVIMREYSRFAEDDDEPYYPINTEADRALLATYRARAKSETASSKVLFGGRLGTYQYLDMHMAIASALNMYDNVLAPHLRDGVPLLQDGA
SARS 3CLpro inh: SARS-CoV 3CLpro protease inhibitors, primary screen, biochemical, quenched FRET; Replicase polyprotein 1ab (Severe acute respiratory syndrome coronavirus), P0C6X7; recombinant SARS-CoV 3CLpro, quenched FRET peptide cleavage; inhibition, % at 6 µM; 0.14% of 290,000 active; AID 1706, 2009; in the data active = inhibition above about 12%
PriA SSB inh: inhibitors of Klebsiella pneumoniae PriA binding to SSB C-terminal tail, primary screen, biochemical, AlphaScreen | PriA–SSB C-terminal tail interaction (Klebsiella pneumoniae) | AlphaScreen SSBct-PriA binding, biotinylated peptide | 0.6% of 430,000 active | inhibition, % at 33 µM | AID 1272365, 2023; in the data active = inhibition mostly above about 37%, no sharp cut-off; inactive = mostly below about 20%;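 note: plate controls were negative control peptide for no effect and reference peptide for full effect; strong numbers were not always called active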
DUSP3 inh: VHR1 phosphatase inhibitors, primary screen, biochemical, absorbance, uHTS | inhibition, % at 13.3 µM | AID 1654, 2009 | recombinant VHR phosphatase, pNPP absorbance | 0.52% of 290,000 active; in the data active = inhibition above about 50%; note: some compounds called inactive have numbers as strong as hits
Vc quorum ag: inducers of Vibrio cholerae quorum light production without autoinducers, primary screen, BH1578 luxS cqsA deficient, single point; AID 588436, 2011; V. cholerae BH1578 lux reporter, luminescence, 6 h; 0.16% of 350,000 active; activation, % at 18.7 µM; in the data active = activation mostly above about 9.7%, no sharp cut-off; note: not every result past the cut was called active; inactives centre near 0; reference of the scale not given here
* = called active by the depositor; i = inactive; . = no result given; & = joins results of further samples. Only part of the results is shown. The share of hits here may be higher or lower than overall.

SMILES | BioA inh | MazEF act | GDH-TPI counter | FBA Mtb inh | Rv3671c protease | UGM FP inh | SARS 3CLpro inh | PriA SSB inh | DUSP3 inh | Vc quorum ag
COc1ccc(/C=C/C(=O)NC(=S)Nc2ccc(C(=O)O)cc2)cc1 | 4.7 | 3.5 | 50.0* | -0.6 | -11.4 | 0.6 | 3.0 | -6.9 | 5.1 | -0.3
O=C(Nc1cc(S(=O)(=O)N2CCCCC2)ccc1Oc1ccccc1)C1=COCCO1 | 0.5 | 1.9 | -5.6 | 0.2 | -1.6 | -1.1 | 2.0 | -4.2 | -5.4 | 2.9
O=C(Nc1ccccc1)N1CCN(Cc2ccccc2)CC1 | 15.4 | 7.4 | 0.9 | -0.6 | -4.2 | 3.2 | 6.4 | -5.6 | 6.3 | -10.0
Cc1ccc(C2NS(=O)(=O)N=C2N)cc1 (centres undefined) | -0.2 | -0.3 | 10.2 | -1.3 | -6.4 | -2.5 | -0.6 | -0.9 | 17.5 | -6.2
O=C1NC(=O)C(=Cc2ccccc2)N1 | -1.0 | -2.0 | 23.7 | 3.2 | . | . | . | -8.1 | . | i
O=C1N[C@@H](Cc2ccccc2)C(=O)N2CCCC12 (some centres undefined) | -0.5 | 6.8 | 0.0 | 0.2 | . | . | . | -5.4 | . | -0.6
COc1cc(C(=O)N/N=C/c2ccc(OC(=O)c3ccccc3)c(OC)c2)ccc1O | -1.9 | 4.5 | 15.9 | 1.5 | . | 1.5 | 0.6 | . | 11.0 | 0.2
C[C@@H]1CN([C@@H](C)CO)C(=O)CCCn2nncc2CO[C@H]1CN(C)S(=O)(=O)c1ccccc1C#N | -0.5 | 0.0 | 6.2 | 3.6 | . | . | . | . | . | -0.4
CC(C)(C)OC(=O)NCc1ccc(CNC(=O)c2nc[nH]c2C(=O)NCc2ccccc2)cc1 | -1.1 | -0.2 | 15.7 | 4.0 | -6.0 | -5.4 | . | 0.6 | . | i
O=C(Nc1cccc(S(=O)(=O)N2CCOCC2)c1)c1cc(S(=O)(=O)N2CCOCC2)c(Cl)cc1Cl | -1.5 | 0.5 | 3.6 | 6.3 | . | . | . | 1.8 | . | -1.4
Cc1cc(C(=O)Nc2ccc3c(c2)OCCO3)nn1C(C)(C)C | . | -4.2 | 6.3 | 2.1 | 1.9 | -0.1 | -0.7 | -0.2 | -11.7 | 0.5
CN(c1nnc(N)s1)C1CCCCC1 | -1.5 | 4.7 | 0.0 | -0.4 | -4.7 | -2.2 | 5.1 | -0.1 | 0.2 | 0.4

5 structures already listed, ordered by length of the SMILES, smallest number first.
SMILES | BioA inh | MazEF act | GDH-TPI counter | FBA Mtb inh | Rv3671c protease | UGM FP inh | SARS 3CLpro inh | PriA SSB inh | DUSP3 inh | Vc quorum ag
CN(c1nnc(N)s1)C1CCCCC1 | -1.5 | 4.7 | 0.0 | -0.4 | -4.7 | -2.2 | 5.1 | -0.1 | 0.2 | 0.4
O=C(Nc1ccccc1)N1CCN(Cc2ccccc2)CC1 | 15.4 | 7.4 | 0.9 | -0.6 | -4.2 | 3.2 | 6.4 | -5.6 | 6.3 | -10.0
Cc1cc(C(=O)Nc2ccc3c(c2)OCCO3)nn1C(C)(C)C | . | -4.2 | 6.3 | 2.1 | 1.9 | -0.1 | -0.7 | -0.2 | -11.7 | 0.5
O=C(Nc1cc(S(=O)(=O)N2CCCCC2)ccc1Oc1ccccc1)C1=COCCO1 | 0.5 | 1.9 | -5.6 | 0.2 | -1.6 | -1.1 | 2.0 | -4.2 | -5.4 | 2.9
C[C@@H]1CN([C@@H](C)CO)C(=O)CCCn2nncc2CO[C@H]1CN(C)S(=O)(=O)c1ccccc1C#N | -0.5 | 0.0 | 6.2 | 3.6 | . | . | . | . | . | -0.4

Further entries follow:
SMILES | BioA inh | MazEF act | GDH-TPI counter | FBA Mtb inh | Rv3671c protease | UGM FP inh | SARS 3CLpro inh | PriA SSB inh | DUSP3 inh | Vc quorum ag
Cn1c(N)c(Br)c(-c2ccc(F)cc2)c(C#N)c1=O | . | 9.1 | 22.8 | 2.8 | 6.7 | 1.4 | 2.5 | 4.5 | 22.2 | -1.6
O=C(CCCCCCCCN1C(=O)c2ccccc2C1=O)N1CCOCC1 | 0.9 | -0.1 | 11.8 | -1.2 | 4.6 | -1.6 | 3.1 | 6.7 | -2.5 | -0.6
CC1CCN(CC(O)COCCOc2ccc(Br)cc2)CC1 (centres undefined) | -2.8 | 6.8 | 2.2 | -2.1 | -9.0 | -2.5 | 2.4 | 0.2 | 14.7 | 1.0
COc1ccc(C2=NN(C(=O)c3ccc(Cl)c([N+](=O)[O-])c3)C(c3ccccc3)C2)cc1 (centres undefined) | . | -2.8 | 5.9 | -0.6 | -6.9 | -0.4 | -5.3 | 3.4 | -17.0 | 2.2
Nc1c(N(CCC2=CCCCC2)C(=O)Cc2ccc(F)cc2)c(=O)[nH]c(=O)n1Cc1ccccc1 | . | -5.8 | 8.1 | -1.2 | -3.1 | 0.9 | . | -16.5 | . | i
CO/N=C/c1ccc(N2CCN(C(=O)c3cccc(C(F)(F)F)c3)CC2)c([N+](=O)[O-])c1 | -0.5 | -4.0 | -7.5 | -1.1 | -2.7 | 2.2 | 3.6 | . | 3.6 | -0.3
Cc1ccc(S(=O)(=O)N2CCOCC2)cc1C(=O)OCC(=O)NCCc1ccccc1 | 0.9 | 0.8 | 4.8 | 6.4 | -3.5 | 2.8 | . | 8.4 | . | 1.1
CC(Nc1ccc(Br)cc1)C(=O)Nc1cccc(S(=O)(=O)N2CCOCC2)c1 (centres undefined) | 3.4 | -1.4 | 3.8 | -1.3 | . | . | . | -4.4 | . | -0.7
CCCCn1c(N)c(N(CCC(C)C)C(=O)c2cccc(N3C(=O)c4ccccc4C3=O)c2)c(=O)[nH]c1=O | 0.8 | 1.8 | 6.5 | -1.3 | -3.9 | 4.6 | . | -2.1 | . | i
COc1ccc(C(=O)Nc2ccc(Cc3ccncc3)cc2)cc1Br | . | 0.3 | 3.3 | -3.4 | -6.2 | 1.6 | -2.5 | -8.0 | 23.4 | 0.6
COc1ccc(OC)c(/C=C/C(=O)N(C)CC(=O)Nc2ccc(C)cc2)c1 | 1.2 | 6.4 | 24.7 | 22.8 | -6.5 | -1.3 | 2.0 | -2.6 | -7.4 | -0.3
COCc1c(C(=O)NC(C)c2ccc(S(N)(=O)=O)cc2)oc2ccccc12 (centres undefined) | 5.3 | 14.5 | 8.4 | -7.2 | -0.1 | -3.1 | 4.0 | -1.5 | 12.5 | i
CC/C(C)=N/N1C(=O)c2ccccc2NC1(C)CC (centres undefined) | 1.5 | 4.6 | 9.3 | 38.0* | 5.2 | 0.7 | 5.9 | . | 9.3 | i
CCSCCOC(=O)C1=C(C)N(C)C(=O)NC1c1cc(OC)ccc1OC (centres undefined) | -0.1 | -5.3 | 5.0 | -0.8 | 0.4 | -2.3 | -7.2 | 6.1 | 8.4 | -0.2
COC(=O)C1=C(C(=O)OC)[C@@H]2N(Cc3ccccc3)c3ccccc3[C@@]23C[C@@H](C(=O)OC)N(C(=O)NC2CCCCC2)C3=N1 | -0.4 | -3.1 | 3.9 | 1.6 | 4.3 | 0.5 | . | -12.4 | . | i
CCCC[n+]1c2ccccc2cc2ccccc21 | 1.7 | 7.7 | -17.2 | 11.1 | -3.6 | -1.1 | 3.4 | -5.9 | -19.5 | -0.7
COc1ccc(OC)c(NC(=O)CCN2CC(C)CC(C)C2)c1 (centres undefined) | -0.3 | -2.2 | 7.1 | 0.2 | -0.5 | 0.6 | 2.8 | 0.1 | 21.9 | -0.8
Cc1csc(NC(=O)c2cc[n+]([O-])cc2)n1 | . | -2.2 | 22.0 | -6.6 | 1.7 | 1.6 | -8.5 | -20.2 | 14.4 | i
COc1ccc2c(c1)C(=O)N(CCc1ccc(S(=O)(=O)NC(=O)NC3CCCCC3)cc1)C(=O)C2(C)C | 0.4 | -0.9 | -7.9 | 12.1 | 1.9 | 0.1 | 3.5 | 6.6 | -18.6 | -0.5
COc1cc(C(=O)OCC(=O)N2CCN(C(C)=O)CC2)ccc1OCC(C)C | 1.2 | 0.5 | 1.4 | -1.4 | 1.1 | 1.8 | . | 5.9 | . | -5.9
Cc1cc(C(=O)OCC(=O)Nc2nccs2)c2ccccc2n1 | -1.5 | -9.0 | -1.2 | -2.7 | -0.5 | 2.1 | 5.1 | -11.5 | 12.0 | -0.4
NC(=O)N1c2ccccc2C=Cc2ccccc21 | 0.1&1.0 | 10.7&4.2 | 6.3&4.2 | 2.9&2.9 | 3.3&-1.4 | 1.6&0.4 | -7.3 | 3.9 | -14.6 | -0.3
CC(C)(C)OC(=O)N1CCC(NC(=O)c2[nH]cnc2C(=O)Nc2cccc(Cl)c2)CC1 | -0.3 | -7.3 | 4.3 | -0.8 | -6.2 | 2.3 | . | 11.4 | . | 0.4
CCN1CCN(c2ncnc3scc(-c4ccc(C)c(C)c4)c23)CC1 | 3.5 | 4.8 | -1.5 | 0.7 | 1.8 | 0.1 | -5.6 | 3.7 | -2.6 | -0.3
COc1ccccc1NC(=O)CCn1c(=O)c2cccn2c2ccccc21 | 8.2 | -1.7 | 3.5 | 3.3 | -3.0 | 1.0 | -4.1 | -1.4 | -3.0 | i
O=C(CSc1ccc2nnc(-c3ccccc3)n2n1)NCc1ccc2c(c1)OCO2 | -1.4 | -11.2 | -8.2 | 3.0 | -8.0 | 3.1 | -1.7 | -7.0 | 40.6 | -0.2
COc1ccc(-n2ncc3c(NC(C)C)ncnc32)cc1 | 28.6 | 5.7 | 5.7 | 6.4 | 4.9 | -0.8 | -2.7 | -6.6 | 21.3 | i
O=C(Nc1nccs1)c1cccc(S(=O)(=O)N2CCCCC2)c1 | 0.1 | 0.5 | 10.4 | 0.3 | -2.5 | -1.6 | -1.1 | 0.1 | 8.5 | -1.0
O=C(N/N=C/c1ccccc1C(=O)O)c1ccncc1 | 0.6 | 6.0 | 5.4 | -2.2 | -2.5 | 0.1 | -3.2 | . | -3.8 | i
CCOc1ccc(S(=O)(=O)Nc2ccccc2C(=O)Nc2ccccc2N2CCOCC2)cc1 | -2.0 | 10.4 | -2.4 | 3.3 | -4.2 | -0.4 | 2.8 | 0.5 | -11.5 | 8.3
CCOC(=O)C1(Cc2ccccc2)CCN(Cc2cc(OC)c3c(c2)OCO3)CC1 | 1.0 | -1.5 | -2.5 | 2.0 | -3.4 | 1.9 | -1.5 | 1.3 | 19.8 | i
Cc1ccc(C(=O)C(C)OC(=O)c2n[nH]c(=O)c3ccccc23)cc1 (centres undefined) | 1.7 | 0.9 | -4.3 | -2.3 | 2.7 | 3.3 | -2.0 | -5.9 | 10.7 | -0.5
CCc1ccc(NC(=O)c2noc3c2CCCCC3)cc1 | -4.5 | 1.2 | 28.7 | 0.7 | 3.5 | -2.5 | 7.9 | 3.5 | -3.8 | 0.9
O=C(NCCN1CCCCCC1)c1ccc(N2CCCC2=O)cc1 | 0.0 | -0.2 | -2.6 | -2.4 | 1.1 | 0.5 | 2.5 | 1.8 | 11.9 | i
O=C(c1ccccc1)c1c2c(cc3sc4ccccc4[n+]13)-c1cccc3cccc-2c13 | 0.0 | -7.6 | 13.0 | -5.0 | -58.6 | -1.7 | -123.9 | 28.4 | 11.5 | -0.6
O=C(NCc1nnnn1-c1ccc(Cl)cc1)C1CC(=O)N(c2ccc(F)cc2)C1 (centres undefined) | 1.3 | 1.5 | -8.2 | -1.9 | . | . | . | . | . | -0.4
